Source: PubChem BioAssay (several laboratories)
Rac1 GTP hydrolysis: MgcRacGAP GTPase-activating activity inhibitors, confirmation, biochemical, ADP Hunter fluorescence. actives 0.6% (n = 340,000). MgcRacGAP-stimulated Rac1 GTP hydrolysis, ADP Hunter fluorescence; higher % means a stronger effect; GST-tagged Rac1 F28L mutant substrate. AID 624330. inhibition, % at 30 µM, or IC50 in µM where a hit was titrated;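 active = first-screen hits whose inhibition reached a set limit at any dose in the follow-up dose series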;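 note: fluorescence reports GDP produced by GAP-driven GTP hydrolysis; strong numbers were not always called active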
Large T inhibition: TAg ATPase/helicase activity blockers – biochemical (AID 1903) | SV40 large T antigen ATPase/helicase inhibition assay; higher % means a stronger effect | inhibition, % at 20 µM, or IC50 in µM where a hit was titrated | actives 0.39% (n = 310,000); in the data active = a potency from the dose series; note: strong numbers were not always called active
GPR35 antagonists: inhibition of zaprinast-stimulated GPR35 beta-arrestin translocation – imaging, U2OS, beta-arrestin-GFP, zaprinast agonist, primary screen (AID 2058); U2OS GPR35 beta-arrestin-GFP translocation imaging, zaprinast antagonism; higher % means a stronger effect; inhibition, % at 10 µM; hits with a dose series show IC50 in µM; actives 0.052% (n = 290,000);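 active = inhibition of at least 50% with at least 30 cells and total cytoplasm GFP at most 10,000,000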
Yfh1-depleted yeast: mitochondrial function rescue without frataxin homolog – Friedreich's ataxia, plus single-dose screen, dose response (AID 1465); S. cerevisiae Yfh1-off respiration, WST-1 reduction, 72 h; higher fold induction means a stronger effect; one-dose fold induction at 50 µM; EC50 in µM for titrated hits; actives 0.074% (n = 220,000);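 active = fold induction of absorbance versus untreated yeast above a set limit, then at least 30% activation at any dose in follow-up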;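 note: activators that raise dye reduction in frataxin-depleted yeast; strong numbers were not always called active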
AID2073: inhibitors of Mint1-CaV2.2 protein interaction, biochemical, HTRF (AID 2073); inhibition, % at 20 µM, or IC50 in µM where a hit was titrated; HTRF protein-protein interaction, Mint1-CaV2.2; higher % means a stronger effect; actives 0.19% (n = 290,000); in the data active = inhibition mostly above about 51%, no sharp cut-off; note: some results filed as inactive read as strong as hits
Dengue-2 NS5 capping: flavivirus cap methylation enzyme inhibition – biochemical, confirmation dose response, primary screen (AID 588689); inhibition, % at 25 µM; hits with a dose series show IC50 in µM; Dengue-2 NS5 methyltransferase capping enzyme assay, biochemical; higher % means a stronger effect; actives 0.3% (n = 340,000); in the data active = a potency from the dose series
NTR1 agonist: agonists of NTR1, primary screen, imaging, U2OS cells, beta-arrestin-GFP, high content (AID 493036). activation, % at 20 µM. P30989. actives 0.17% (n = 330,000). NTR1-U2OS beta-arrestin-GFP spot imaging, agonist mode;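 active = activation at or above 40% of the spot to cytoplasm intensity ratio, with at least 20 cells analyzed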;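 note: 0% = DMSO without peptide and 100% = 100 nM NTR1 peptide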
Target sequence (P30989 whole entry, looked up): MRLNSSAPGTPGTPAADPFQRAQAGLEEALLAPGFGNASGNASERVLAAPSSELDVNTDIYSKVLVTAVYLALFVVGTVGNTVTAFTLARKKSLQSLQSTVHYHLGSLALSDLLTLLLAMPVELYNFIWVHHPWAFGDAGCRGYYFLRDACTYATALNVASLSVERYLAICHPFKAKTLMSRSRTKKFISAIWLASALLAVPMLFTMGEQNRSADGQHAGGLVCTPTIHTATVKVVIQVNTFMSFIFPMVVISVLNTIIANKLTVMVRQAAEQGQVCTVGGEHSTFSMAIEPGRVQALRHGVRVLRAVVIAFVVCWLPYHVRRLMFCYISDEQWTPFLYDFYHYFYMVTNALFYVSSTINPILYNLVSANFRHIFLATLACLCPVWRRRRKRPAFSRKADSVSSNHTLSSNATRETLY
GPR55 beta-arrestin: GPR55 agonists via beta-arrestin recruitment, primary screen, imaging, U2OS cells, beta-arrestin-GFP redistribution (AID 1961) | U2OS GPR55 beta-arrestin-GFP redistribution imaging; higher % means a stronger effect | activation, % at 10 µM; hits with a dose series show EC50 in µM | actives 0.048% (n = 290,000);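 active = activation above 40% with more than 50 cells counted in the well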;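 note: U2OS osteosarcoma cells stably expressing GPR55 and beta-arrestin-GFP; plate controls were DMSO negative control for no effect and LPI positive control for full effect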
GPR55 antagonists: inhibition of LPI-stimulated GPR55 beta-arrestin translocation – imaging, U2OS, beta-arrestin-GFP, LPI agonist, primary screen (AID 2013); U2OS GPR55 beta-arrestin-GFP translocation imaging, LPI antagonism; higher % means a stronger effect; actives 0.13% (n = 290,000); one-dose inhibition, % at 10 µM; IC50 in µM for titrated hits;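 active = spots per cell inhibited over 60%, with over 100 cells counted and total cytoplasm intensity under 500,000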;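 note: U2OS cells stably carrying GPR55 and arrestin-GFP stimulated by 5 µM LPI near EC80; imaged beta-arrestin-GFP aggregate spots per cell after agonist stimulation; plate controls were LPI-stimulated DMSO wells for no effect and DMSO wells without LPI for full effect; some results filed as inactive read as strong as hits; confirmed hits need IC50 under 10 µM and bright autofluorescent wells are also inconclusive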
NTR1 agonist cell count 20 µM: further read-out of NTR1 agonist, marked with its call; cell count; measured here: cell count, cytotoxicity flag
Dengue-2 NS5 capping pilot replicate: recorded beside Dengue-2 NS5 capping, whose call it bears; inhibition, %; measured here: pilot screen replicate inhibition
Active calls of the source: *; i = inactive; · = not tested or not shown. Random draw from the library, and some 1.7% of all compounds hit somewhere here.

SMILES	Rac1 GTP hydrolysis	Large T inhibition	GPR35 antagonists	Yfh1-depleted yeast	AID2073	Dengue-2 NS5 capping	NTR1 agonist	NTR1 agonist cell count 20 µM	GPR55 beta-arrestin	GPR55 antagonists	others
CC(OC(=O)CNC(=O)c1cccc(F)c1)C(=O)NC1CCCCC1C (stereo unspecified)	6%	4%	·	·	·	-7%	0.0	60	·	·
CCN(c1ccccc1)S(=O)(=O)c1ccc(OC)c(NS(=O)(=O)c2cccs2)c1	9%	9%	2%	i	1%	2%	-0.5	80	-0.2%	-9%
Cc1ccc(S(=O)(=O)Nc2nnc(C3CCCCC3)s2)cc1	7%	12%	-4%	·	2%	-1%	-0.4	38	-0.2%	2%
Cn1nnnc1SCC(=O)Nc1ccc2c(c1)OCCO2	9%	-3%	-6%	i	-1%	1%	1.8	39	-0.1%	6%
COc1ccccc1NC(=O)CN1CC(=O)Nc2ccccc21	9%	17%	-3%	i	7%	-5%	0.8	61	-0.2%	9%
Cc1cc(C)c2c(n1)nn1c(C3CC3)cc(C(F)(F)F)nc21	3%	·	·	i	·	0%	-0.1	89	·	·
COC(=O)c1ccccc1S(=O)(=O)N1CCC(C(=O)OC(C)C(=O)NC(N)=O)CC1 (stereo unspecified)	0%	18%	-4%	i	2%	-15%	3.1	40	-0.2%	7%
O=c1[nH]c(-c2ccccc2Cl)nc2c1sc(=S)n2-c1ccccc1	6%	-1%	17%	i	3%	5%	1.5	92	-0.4%	-5%
N/C(=N\OC(=O)c1ccc(Cl)c([N+](=O)[O-])c1)c1ccccc1	10%	9%	-19%	·	5%	-10%	3.0	63	0.5%	8%
Cc1ccc(N/C=C/C(=O)c2cccs2)cc1	2%	5%	7%	i	5%	-10%	1.8	38	0.4%	20%
Cc1cc([N+](=O)[O-])nn1Cc1noc(C(=O)NCc2ccc3c(c2)OCO3)n1	4%	6%	27%	·	2%	-7%	-0.8	29	-0.1%	5%
COc1ccc(CCNC(=O)NC2CCCCC2)cc1OC	-3%	2%	-5%	i	-7%	-7%	0.4	76	-0.1%	-2%
CCOC(=O)N1CCN(C(=O)/C=C/c2ccc(OC)c(OC)c2)CC1	-7%	0%	-6%	·	4%	-6%	1.2	55	-0.1%	-1%
CCN1C(=O)c2cccc3c(S(=O)(=O)Nc4ccccc4)ccc1c23	3%	0%	3%	i	18%	-2%	6.6	82	-0.1%	4%
CCS(=O)(=O)NC(C)C(c1cccs1)N1CCN(c2ccc(OC)cc2)CC1 (stereo unspecified)	91µM*	33%	-3%	i	-4%	-6%	1.4	63	-0.4%	7%
CN(C)Cc1cnc2ccc(Cl)cn12	9%	10%	4%	i	-5%	-5%	3.1	78	0.0%	2%
FC(F)(F)c1cc(N2CCN(Cc3ccccc3)CC2)c2ccccc2n1	-1%	4%	3%	i	12%	-14%	3.9	62	-0.2%	5%
Cc1ccc(-n2nc3c(c2NC(=O)C(C)(C)C)CSC3)c(C)c1	3%	9%	14%	i	-16%	-3%	-0.9	49	-0.3%	11%
COc1ccccc1NC(=O)CSc1nnnn1C1CCCCC1	-15%	7%	6%	·	0%	-10%	0.7	67	-0.1%	3%
COc1cc(/C=N/NC(=O)c2ccncc2)ccc1OC(=O)c1cccc(Br)c1	18%	0%	-5%	·	5%	2%	16	34	-0.2%	7%

For reference, part of the list above:
SMILES	Rac1 GTP hydrolysis	Large T inhibition	GPR35 antagonists	Yfh1-depleted yeast	AID2073	Dengue-2 NS5 capping	NTR1 agonist	NTR1 agonist cell count 20 µM	GPR55 beta-arrestin	GPR55 antagonists	others
COC(=O)c1ccccc1S(=O)(=O)N1CCC(C(=O)OC(C)C(=O)NC(N)=O)CC1 (stereo unspecified)	0%	18%	-4%	i	2%	-15%	3.1	40	-0.2%	7%
O=c1[nH]c(-c2ccccc2Cl)nc2c1sc(=S)n2-c1ccccc1	6%	-1%	17%	i	3%	5%	1.5	92	-0.4%	-5%
N/C(=N\OC(=O)c1ccc(Cl)c([N+](=O)[O-])c1)c1ccccc1	10%	9%	-19%	·	5%	-10%	3.0	63	0.5%	8%
Cc1ccc(N/C=C/C(=O)c2cccs2)cc1	2%	5%	7%	i	5%	-10%	1.8	38	0.4%	20%

Further entries follow.
SMILES	Rac1 GTP hydrolysis	Large T inhibition	GPR35 antagonists	Yfh1-depleted yeast	AID2073	Dengue-2 NS5 capping	NTR1 agonist	NTR1 agonist cell count 20 µM	GPR55 beta-arrestin	GPR55 antagonists	others
COn1cnnc1-c1ccccc1	3%	9%	1%	i	-12%	-15%	0.5	62	0.9%	14%
CCOc1ncccc1C(=O)OCC(=O)Nc1ccc(C)c(S(=O)(=O)N2CCOCC2)c1	-17%	18%	15%	i	16%	-6%	1.8	94	0.5%	-1%
COc1cc(/C=N/NC(=O)c2cccc(S(=O)(=O)N3CCCCC3)c2)cc(Br)c1O	18%	11%	0%	i	2%	0%	1.9	67	0.3%	-9%
O=C(OCc1nnc(-c2ccccc2)o1)C1CCN(S(=O)(=O)c2cccs2)CC1	3%	-2%	10%	i	5%	1%	-1.1	56	0.0%	14%
Cn1c(=O)c2c(nc(SCCN3CCOCC3)n2Cc2cccc3ccccc23)n(C)c1=O	8%	9%	-2%	i	1%	1%	3.7	80	-0.1%	-5%	Dengue-2 NS5 capping pilot replicate=-2.4
Cc1ccc(OCc2nnc(SCC(=O)Nc3ccc(N4CCOCC4)cc3)o2)cc1	2%	15%	3%	·	7%	-6%	-1.1	39	-0.1%	-8%
O=C(CC(=O)c1ccccc1O)c1ccc(F)cc1	1%	15%	25%	i	23%	-9%	1.1	83	-0.1%	15%
O=C(Nc1cccnc1Cl)c1cc2ccccc2o1	12%	6%	21%	·	-6%	-3%	-1.4	87	0.3%	15%
Cc1ccc(S(=O)(=O)NCc2nc3nc(C)cc(C)n3n2)c(C)c1	1%	6%	11%	·	-1%	-5%	-1.1	87	0.5%	4%
CCOC(=O)CN1C2=NCCCN2c2ccccc21	-14%	3%	19%	i	6%	6%	1.6	91	0.2%	14%
Cc1ccc2nc(SCC(=O)c3ccccc3)nc(=O)n2c1	1%	12%	·	·	·	1%	1.5	69	·	·
Cc1ccc2c(C(=O)CN3CCN(C4CCCCC4)CC3)c(C)[nH]c2c1	11%	7%	7%	i	2%	-3%	0.7	69	-0.2%	6%
CC(C)(C)C1CCc2onc(C(=O)N3CCOCC3)c2C1 (stereo unspecified)	0%	7%	5%	i	-5%	-1%	1.2	61	0.2%	-8%
NC(=O)C1CCN(CCCNC2CC(=O)N(Cc3ccc(N4CCCC4=O)cc3)C2=O)CC1 (stereo unspecified)	7%	·	·	i	·	-3%	-0.2	52	·	·
O=[N+]([O-])c1cccc(S(=O)(=O)Nc2ccc(Cc3ccncc3)cc2)c1	-9%	14%	-7%	i	4%	-12%	-0.4	74	-0.3%	-6%
Cc1ccc(S(=O)(=O)Nc2ccc(C(=O)NCc3cccnc3)cc2)cc1	6%	7%	8%	·	0%	-7%	0.8	64	0.3%	3%
CCC(CC)C(=O)Nc1cc(NC(=O)C(CC)CC)cc(C(=O)O)c1	10%	2%	0%	i	3%	-7%	13	76	-0.1%	0%
O=[N+]([O-])c1cc(S(=O)(=O)N2CCOCC2)ccc1N1CCCC1	10%	-2%	2%	i	-9%	-4%	0.0	41	2.0%	8%
CCc1ccccc1Nc1nc(N)nc(COC(=O)CCNS(=O)(=O)c2ccccc2)n1	6%	11%	·	·	·	1%	0.1	56	·	·
CCN1CCN(CC(=O)Nc2ccc(Cl)c(S(=O)(=O)N(C)C)c2)CC1	28%	8%	-6%	i	4%	-5%	-0.3	42	-0.1%	2%
Cc1sc2ncnc(N3CCOCC3)c2c1C	5%	6%	-1%	i	16%	-5%	0.3	50	-0.1%	-13%
O=c1c2c(nc3nc(COc4ccccc4)[nH]n13)CCC2	12%	4%	-2%	i	4%	-5%	-1.2	54	-0.1%	7%
C=CCNC(=S)N1CCN(CCN=CC2=C(O)CC(c3ccc(Cl)cc3)CC2=O)CC1 (stereo unspecified)	8%	22%	-3%	i	8%	-5%	0.4	53	-0.6%	2%
O=C(NC1CCc2ccccc21)C1CCN(S(=O)(=O)c2ccc(-n3cnnn3)cc2)CC1 (stereo unspecified)	2%	-1%	6%	i	11%	2%	-0.8	55	0.0%	2%
O=C(O)CCS(=O)(=O)c1nc(-c2cccs2)cc(C(F)(F)F)n1	7%	14%	11%	i	-4%	-53%	3.8	77	-0.1%	11%
COCCN1CCC(CNCc2cn[nH]c2-c2ccc(C)c(C)c2)C1 (stereo unspecified)	13%	7%	-1%	i	-5%	-2%	-1.5	61	-0.2%	5%
Cc1cc(C)n(CC(=O)Nc2ccc3c(c2)OCO3)c(=O)c1C#N	2%	10%	·	·	·	-4%	0.1	62	·	·
O=C1COc2ccc(S(=O)(=O)N3CCC(C(=O)NCc4ccccc4)CC3)cc2N1	7%	16%	4%	·	7%	-5%	1.1	70	0.0%	-2%
Cc1ccccc1Nc1c([N+](=O)[O-])ccc2c1=NC1(CCCCC1)N=2	16%	4%	2%	i	-12%	9%	10	64	0.5%	12%
Cc1c(C)c(C)c2[nH]c(-c3ccc4c(c3)OCO4)nc2c1C	13%	10%	7%	·	14%	-11%	19	102	0.8%	4%
O=C(Nc1cccc(S(=O)(=O)N2CCOCC2)c1)[C@@H]1CCCN1S(=O)(=O)c1ccc(Cl)cc1	-1%	3%	12%	i	3%	-9%	-1.0	66	-0.2%	-5%
COc1ccc(C(=O)NC2CC3CCCC(C2)N3Cc2ccccc2)c(OC)c1 (stereo unspecified)	-1%	16%	8%	·	-1%	1%	-0.2	64	-0.1%	4%
CCOC(=O)c1n[nH]n(-c2cc(Cl)cc(Cl)c2)c1=O	7%	5%	6%	i	4%	-4%	-0.7	62	-0.2%	5%
COC(=O)N1C/C=C\C(c2ccc(OC)cc2)N(Cc2ccc(F)cc2)C(=O)C1 (stereo unspecified)	2%	14%	-4%	i	4%	-7%	-0.5	101	-0.1%	6%
O=C(O)c1ccc(NC(=S)Nc2ccccc2)cc1	5%	5%	·	i	-14%	-10%	-1.2	69	-0.3%	6%
O=C(CSc1nnc(CN2CCCCC2)n1-c1ccccc1)c1ccc2c(c1)OCO2	2%	1%	-10%	i	-7%	-10%	2.1	44	0.5%	9%
CCSc1nsc(NC(=O)Nc2cccc(F)c2)n1	20%	7%	8%	·	2%	·	19	74	-0.1%	10%
Cc1cccc(CSc2nn3c(=O)c(C)nnc3s2)c1	6%	14%	-5%	i	-4%	-1%	0.1	53	-0.1%	9%
Cc1ccc(Cn2nc(C)c(NC(=O)CCCn3nc([N+](=O)[O-])c(Cl)c3C)c2C)cc1	-9%	7%	-1%	i	-3%	-8%	0.1	42	0.6%	7%
